BLM inh – blocks DNA unwinding by human BLM helicase | P54132 | recombinant BLM DNA unwinding, fluorescence dequenching | Potency, µM (top dose mostly 56.1 µM), for the others: top-dose activity change, negative = inhibition, usual class: inhibitors | 0.2% of 350,000 active | AID 2528;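 note: plate controls were vehicle for no effect and no enzyme for full effect; nearly all actives have a fitted effect of over 35% in size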
Target sequence (P54132 whole entry, looked up): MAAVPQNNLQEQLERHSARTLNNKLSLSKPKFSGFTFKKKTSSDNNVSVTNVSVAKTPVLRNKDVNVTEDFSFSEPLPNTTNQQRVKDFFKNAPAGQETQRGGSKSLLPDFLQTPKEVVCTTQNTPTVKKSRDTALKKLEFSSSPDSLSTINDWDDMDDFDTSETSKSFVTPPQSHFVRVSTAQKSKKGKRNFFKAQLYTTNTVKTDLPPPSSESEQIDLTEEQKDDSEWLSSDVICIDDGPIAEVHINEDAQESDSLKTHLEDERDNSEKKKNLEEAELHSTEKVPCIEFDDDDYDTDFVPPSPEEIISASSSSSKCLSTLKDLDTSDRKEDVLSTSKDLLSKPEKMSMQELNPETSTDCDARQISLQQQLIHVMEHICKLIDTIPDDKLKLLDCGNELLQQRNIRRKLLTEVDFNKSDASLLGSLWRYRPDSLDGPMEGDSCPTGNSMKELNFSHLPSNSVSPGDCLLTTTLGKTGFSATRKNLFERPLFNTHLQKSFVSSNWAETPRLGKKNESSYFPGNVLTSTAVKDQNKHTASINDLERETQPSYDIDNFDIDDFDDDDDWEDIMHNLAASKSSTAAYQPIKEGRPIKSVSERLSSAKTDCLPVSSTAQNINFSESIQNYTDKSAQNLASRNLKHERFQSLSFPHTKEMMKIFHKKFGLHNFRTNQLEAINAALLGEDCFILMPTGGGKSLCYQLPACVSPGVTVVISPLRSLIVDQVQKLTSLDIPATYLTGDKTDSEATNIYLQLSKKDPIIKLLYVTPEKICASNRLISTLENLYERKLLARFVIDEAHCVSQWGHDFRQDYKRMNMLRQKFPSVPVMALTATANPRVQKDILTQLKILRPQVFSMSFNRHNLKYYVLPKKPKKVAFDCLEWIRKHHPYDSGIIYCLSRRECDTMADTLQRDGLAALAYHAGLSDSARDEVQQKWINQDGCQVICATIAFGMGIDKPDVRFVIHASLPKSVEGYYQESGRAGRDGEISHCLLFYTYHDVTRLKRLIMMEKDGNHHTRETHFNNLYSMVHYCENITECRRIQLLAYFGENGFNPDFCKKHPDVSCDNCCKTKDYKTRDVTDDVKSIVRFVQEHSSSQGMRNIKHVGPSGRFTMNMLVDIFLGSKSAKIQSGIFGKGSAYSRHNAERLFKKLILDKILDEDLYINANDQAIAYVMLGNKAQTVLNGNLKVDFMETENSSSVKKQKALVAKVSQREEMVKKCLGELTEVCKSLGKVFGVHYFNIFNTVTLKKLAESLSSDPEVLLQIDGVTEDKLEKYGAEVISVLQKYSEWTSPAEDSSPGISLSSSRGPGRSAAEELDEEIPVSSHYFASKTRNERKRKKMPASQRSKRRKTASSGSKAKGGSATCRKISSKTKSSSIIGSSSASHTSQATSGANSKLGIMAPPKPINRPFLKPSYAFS
BAZ2B inh – BAZ2B (human) inhibition; AlphaScreen BAZ2B-H3K14Ac peptide displacement; Q9UIF8; Potency, µM (highest dose often 114 µM), inactives show at the top dose activity change, negative = inhibition, most hits filed as inhibitors; AID 504333; 4.4% of 360,000 active; note: % is set by controls: 0 for no effect and ±100 for the full control effect; nearly all actives have a fitted effect of over 60% in size
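Inhibition is scored as reduced AlphaScreen emission. The BAZ2B/b-H3(5-23)K14Ac complex (50 nM each) in PBS pH 7.4, 0.01% Tween-20 meets compound (up to 110 uM) for 30 min at RT before bead addition.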
Pol iota inh – inhibitors of human DNA polymerase iota; Q9UNA4; Pol iota fluorescent replication assay, 10 min; Potency, µM (top dose mostly 115 µM), for inactives: at the top dose activity, negative = inhibition, usual class: inhibitors; 1% of 390,000 active
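Fluorescent replication assay read twice, at 0 min and 10 min after adding 50 nM (final) substrate. Enzyme (10 nM) and compounds were first incubated 15 min at room temperature; enzyme-free buffer wells were negative controls.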
JMJD2A Tudor inh – blocks the human JMJD2A Tudor domain; O75164; AlphaScreen JMJD2A-Tudor / H3K4me3 peptide binding; Potency, µM (top dose mostly 114 µM), without a hit: at the top dose activity change, negative = inhibition, most hits filed as inhibitors; 4.4% of 390,000 active; AID 504339; note: % is set by controls: 0 for no effect and ±100 for the full control effect; nearly all actives have a fitted effect of over 50% in size
APE1 inh – blocks human APE1 abasic DNA cleavage. Potency, µM (highest dose often 65.8 µM), for inactives: top-dose activity change, negative = inhibition, usual class: inhibitors. 0.35% of 350,000 active. recombinant APE1, TAMRA/BHQ-2 abasic DNA cleavage fluorescence. P27695;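 note: plate controls were vehicle for no effect and reference inhibitor for full effect; nearly all actives have a fitted effect of over 55% in size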
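Step 1: APE1 (0.75 nM) with compound, 15 min RT. Step 2: add 50 nM fluorophore/quencher THF duplex. Step 3: three fluorescence reads 60 s apart (525/598 nm); read 3 minus read 1 = reaction progress.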
Pol kappa inh – blocks human DNA polymerase kappa activity; Q9UBT6; purified Pol kappa, fluorescent DNA synthesis assay, 10 min; Potency, µM (series often up to 107 µM), for the others: at the top dose activity, negative = inhibition, hits mostly inhibitors; 0.53% of 400,000 active; AID 588579; note: % is set by controls: 0 for no effect and ±100 for the full control effect
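10 nM Pol kappa was preincubated with compounds for 15 min at room temperature. Reaction started with 50 nM (final) substrate. Fluorescence read kinetically at 0 and 10 min.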
Pol beta inh – DNA polymerase beta (human) inhibition. AID 485314. Potency, µM (series often up to 114 µM), for inactives: at the highest dose activity change, negative = inhibition, most hits filed as inhibitors. 1.3% of 340,000 active. Pol beta primer extension/strand displacement, fluorescence kinetic. P06746; note: % is set by controls: 0 for no effect and ±100 for the full control effect
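Preincubation: enzyme (10 nM) with compound, 15 min, RT. Reaction: substrate added to 50 nM final. Reads: 0 and 10 min. Analysis: normalized, Hill fit.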
Pol eta inh – DNA polymerase eta (human) inhibition; Q9Y253; recombinant Pol eta, fluorescent DNA replication assay; Potency, µM (series often up to 114 µM), without a hit: top-dose activity change, negative = inhibition, hits mostly inhibitors; 1.2% of 390,000 active; AID 588591; note: % is set by controls: 0 for no effect and ±100 for the full control effect
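Pol eta at 10 nM preincubated with compounds 15 min at room temperature; reaction started with fluorescent substrate (50 nM final) and read kinetically at 0 and 10 min.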
G9a block – blocks human histone lysine methyltransferase G9a; G9a H3K9 monomethylation, AlphaScreen, 2 h; Potency, µM (top dose mostly 102 µM), without a hit: at the top dose activity, negative = inhibition, usual class: inhibitors; 8.8% of 350,000 active; AID 504332; note: % is set by controls: 0 for no effect and ±100 for the full control effect; nearly all actives have a fitted effect of over 75% in size
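Step 1: enzyme (final 20 nM) with compound, 15 min RT. Step 2: substrate peptide 500 nM and SAM 20 uM, 2 h RT. Step 3: anti-H3K9me1 antibody and AlphaScreen beads, 10 min, then plate read.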
The depositor's hits bear a star; ? = inconclusive; nt = no result given; & = joins results of further samples; [ ] = another dose, or the depositor's remark. Calls come from the whole dose curve; as a rule, active = well fitted curve in the direction sought with a large enough effect; inconclusive = small, poorly fitted or top-dose-only effect, or another doubt; inactive = no such curve, though single readings can be large; an effect the other way counts as inactive or inconclusive. Potency is the fitted concentration of half-maximal effect. An excerpt. The share of hits here may be higher or lower than overall.

molecule | BLM inh | BAZ2B inh | Pol iota inh | JMJD2A Tudor inh | APE1 inh | Pol kappa inh | Pol beta inh | Pol eta inh | G9a block
Cc1cc(C)cc(NC(=O)Cn2c(=O)n(C(C)C)c(=O)c3oc4ccccc4c32)c1 | -5% | -12% | 40%[activator] | 8% | nt | 2% | 30% | 18% | 5%[59 µM]
O=C1CCCC(O)=C1N=Nc1cccc(S(=O)(=O)N2CCOCC2)c1 | -5% | -14% | ? | ? | 0% | -25% | 25% | -12% | -1%[12.7 µM]
CS(=O)(=O)N(Cc1cccc(CN(C(C(=O)O)c2ccccc2)S(C)(=O)=O)c1)C(C(=O)O)c1ccccc1 (stereo not given) | 1% | ? | 4% | -31% | -1% | 1% | 27% | -2% | 32µM*
O=C(Nc1ccc(Cl)c(Cl)c1)Nc1ccccn1 | -3% | 10% | 10% | 3% | 19% | -3% | -1% | -18% | 15%
Cc1ccccc1CSc1nnc(-c2cccnc2)n1N | 1% | 2% | 13% | -12% | -1% | 5% | 18% | -15% | 3%[12.7 µM]
O=C(Nc1ccccc1)NC1CCN(Cc2nnnn2C2CCCCC2)CC1 | -3% | 0% | 1% | -23% | -2% | -3% | 10% | 6% | 2%[59 µM]
CC1CCC2(CC1)NC(=O)N(CC(=O)NC(C)c1ccc(F)c(F)c1)C2=O (stereo not given) | nt | 5% | 3% | -6% | 19% | -13% | nt | 1% | -4%[2.33 µM]
COc1ccc(-n2c(=O)c(CCc3ccccc3)nc3cnc(N4CCN(C)CC4)nc32)cc1 | -1% | nt | nt | nt | -1% | -1%[60.1 µM] | nt | nt | 8%[0.501 µM]
O=C(NCCCN1CCOCC1)c1cc2ccccc2o1 | 2% | 10% | 3% | 14% | 1% | -4% | 2% | 0% | 22%[12.7 µM]
Cc1ccc(S(=O)(=O)NCC(=O)OCCOc2ccccc2F)cc1 | nt | nt | 12% | -4% | -1% | -27% | nt | -14% | nt
Cc1ccc(NC(=O)CN(C)S(=O)(=O)c2cccc3nsnc23)cc1C | -7% | -4% | -9% | -17% | 7% | 0% | 13% | -21% | 20%[59 µM]
CCCOc1ccc(CNC(=O)CCCN2C(=O)CSc3c2c(C)nn3-c2ccccc2)cc1 | -7% | -22% | ? | ? | nt | -11% | ? | -14% | 11%[59 µM]

A portion of the results above:
molecule | BLM inh | BAZ2B inh | Pol iota inh | JMJD2A Tudor inh | APE1 inh | Pol kappa inh | Pol beta inh | Pol eta inh | G9a block
O=C1CCCC(O)=C1N=Nc1cccc(S(=O)(=O)N2CCOCC2)c1 | -5% | -14% | ? | ? | 0% | -25% | 25% | -12% | -1%[12.7 µM]
CS(=O)(=O)N(Cc1cccc(CN(C(C(=O)O)c2ccccc2)S(C)(=O)=O)c1)C(C(=O)O)c1ccccc1 (stereo not given) | 1% | ? | 4% | -31% | -1% | 1% | 27% | -2% | 32µM*
O=C(Nc1ccc(Cl)c(Cl)c1)Nc1ccccn1 | -3% | 10% | 10% | 3% | 19% | -3% | -1% | -18% | 15%
Cc1ccccc1CSc1nnc(-c2cccnc2)n1N | 1% | 2% | 13% | -12% | -1% | 5% | 18% | -15% | 3%[12.7 µM]
O=C(Nc1ccccc1)NC1CCN(Cc2nnnn2C2CCCCC2)CC1 | -3% | 0% | 1% | -23% | -2% | -3% | 10% | 6% | 2%[59 µM]
CC1CCC2(CC1)NC(=O)N(CC(=O)NC(C)c1ccc(F)c(F)c1)C2=O (stereo not given) | nt | 5% | 3% | -6% | 19% | -13% | nt | 1% | -4%[2.33 µM]
COc1ccc(-n2c(=O)c(CCc3ccccc3)nc3cnc(N4CCN(C)CC4)nc32)cc1 | -1% | nt | nt | nt | -1% | -1%[60.1 µM] | nt | nt | 8%[0.501 µM]
O=C(NCCCN1CCOCC1)c1cc2ccccc2o1 | 2% | 10% | 3% | 14% | 1% | -4% | 2% | 0% | 22%[12.7 µM]
Cc1ccc(S(=O)(=O)NCC(=O)OCCOc2ccccc2F)cc1 | nt | nt | 12% | -4% | -1% | -27% | nt | -14% | nt
Cc1ccc(NC(=O)CN(C)S(=O)(=O)c2cccc3nsnc23)cc1C | -7% | -4% | -9% | -17% | 7% | 0% | 13% | -21% | 20%[59 µM]
CCCOc1ccc(CNC(=O)CCCN2C(=O)CSc3c2c(C)nn3-c2ccccc2)cc1 | -7% | -22% | ? | ? | nt | -11% | ? | -14% | 11%[59 µM]

Continued:
molecule | BLM inh | BAZ2B inh | Pol iota inh | JMJD2A Tudor inh | APE1 inh | Pol kappa inh | Pol beta inh | Pol eta inh | G9a block
CC(=O)c1ccc(NS(=O)(=O)c2ccc3c(c2)CCC(=O)N3)cc1 | nt | 15% | 5% | -8% | 9% | 14% | nt | -5% | -1%[12.7 µM]
COc1cc(Cn2cnnn2)ccc1O | -1% | 7% | -8% | -17% | -3% | 3% | -2% | 4% | -3%
COc1ccc(NS(=O)(=O)c2ccc(NC(C)=O)cc2)nn1 | nt | nt | 21% | -4% | nt | -1% | nt | -13% | nt
CCOCCCNC(=S)Nc1cc(OCC)c(NC(=O)c2ccco2)cc1OCC | 1% | -26% | 129%[activator] | -15% | 4% | -9% | 87% | 13% | -5%
CN(C)S(=O)(=O)c1ccc(N2CCCC2)c(C(=O)N2CCN(S(=O)(=O)c3ccc(F)c(F)c3)CC2)c1 | nt | nt | 4% | -19% | nt | -28% | nt | -10% | nt
Cc1cc(C)n2nc3nc(N4CCCC4)nc(-c4ccccc4)c3c2n1 | -4% | 19% | 5% | 9% | -6% | -10% | -11% | -6% | -3%[12.7 µM]
CN(CCc1ccccc1)C(=O)c1ccc(NC(=O)Cc2ccc(NC(=O)C3CCN(S(=O)(=O)c4cccc([N+](=O)[O-])c4)CC3)cc2)cc1 | nt | nt | 2% | -22% | nt | -5% | nt | 1% | nt
CCN(CC(=O)Nc1ccc(NC(C)=O)cc1)C(=O)c1cc(C)on1 | nt | 9% | 15% | -16% | -7% | -12% | nt | -10% | 10%[0.501 µM]
CC1(C)CC(=O)C2=C(C1)c1c(ccc3ccccc13)NC2c1ccc(OCC(=O)O)cc1 (stereo not given) | -6% | 8%[57.1 µM] | -5% | -8% | -20% | ? | 45µM* | -15% | nt
COc1ccc(NC(=O)CSc2ccc3nnc(-c4ccccn4)n3n2)cc1OC | -3% | 11% | -24% | ? | 0% | 13% | 14% | -11% | 83%[activator]
CCc1nn(CC(=O)NCCC2=CCCCC2)c(=O)c2cc3cc(F)ccc3n12 | -2% | -2% | 20% | -1% | -18% | -7% | -1% | -4% | nt
O=S(=O)(c1ccc(SCc2ccc(Br)cc2)nc1)N1CCOCC1 | nt | 7% | 6% | 20% | -3% | -21% | nt | -23% | -3%[12.7 µM]
Cc1nc2ccc(Br)cn2c(=O)c1Cl | 4% | 8% | 10% | -2% | 2% | 1% | -2% | -7% | 20%
O=C(O)COc1ccc(/C=N/Nc2nc(Nc3ccccc3)nc(N3CCCCC3)n2)cc1 | -2% | -34% | -3% | -27% | -2% | -8% | ? | -15% | -1%
CCOc1cccc2c1OC1(C)CC2NC(=O)N1c1cccc(C(=O)N2CCN(c3ccccn3)CC2)c1 (stereo not given) | 1% | -16% | 40%[activator] | -3% | 54%[activator] | 2% | 0% | -8% | 4%
CCOc1ccc(NC(=O)Cn2c(=O)oc3cc(S(=O)(=O)NC4CCCC4)ccc32)cc1 | -12% | -33% | 9% | -21% | nt | -8% | -12% | -14% | 5%[59 µM]
COc1ccc(C2CC(=O)Oc3c(C(CCN4CCOCC4)c4cc(OC)c(OC)c(OC)c4)c(OC)cc(OC)c32)cc1 (stereo not given) | -14%&4% | -37% | -5%&-16% | ? | 0%&-9% | 9%&2% | 0% | ? | ?
COC(=O)c1ccccc1NC(=O)c1ccccc1OC | -6% | 63%[activator] | 3% | 58%[activator] | 8% | -5% | 26% | -16% | 31%[59 µM]
CCN1CCN(c2ncc3c(n2)CC(c2cc(OC)c(OC)c(OC)c2)CC3=O)CC1 (stereo not given) | -2% | -1% | ? | -13% | -1% | -7% | 0% | 7% | ?
CCOC(=O)Cn1c(C)c(C#N)c2ccccc21 | -4% | 5% | 12% | -7% | -1% | 0% | -2% | 2% | 3%[12.7 µM]
CCn1nc(C(=O)Nc2ccc3nc(C)sc3c2)c2ccccc2c1=O | -6% | -2% | -5% | -25% | 17% | -5% | 14% | -11% | -14%[59 µM]
CCCn1cnc2cc(NCc3ccc(Br)cc3)ccc21 | -8% | 45µM* | -7% | 16µM* | -2% | 4% | 5% | -26% | 45µM*
Cc1ccc(NC(=S)/N=C(\N)Nc2nc(C)c3cc(C)c(C)cc3n2)cc1C | 5% | -15% | 19% | -22% | -2% | -9% | -24% | -13% | -25%
COc1ccc(CNC(=O)CSc2nnc3c(n2)[nH]c2ccc(OC)cc23)cc1 | -14% | -17% | 137%[activator] | -14% | -25% | -2% | ? | ? | 5%
CCC(C)NC(=O)[C@@H]1CSC2c3ccccc3C(=O)N21 (stereo not given in full) | 0% | -3% | 151%[activator] | -1% | 10% | -5% | -13% | -23% | -3%
O=C(NCCN1CCCCC1)Nc1ccc(Br)cc1 | 22% | -1% | 80%[activator] | 2% | 26% | -3% | 5% | -4% | 21%
O=C(O)c1cccnc1NC1CCCC1 | -1% | 1% | 89µM* | -4% | 5% | 0% | 7% | -1% | 6%
O=C(NC1CCCCCCC1)c1cccc(S(=O)(=O)N2CCOCC2)c1 | nt | 31%[activator] | 17% | -8% | 12% | -13% | nt | -18% | -27%
Cc1c(-c2ccc(Cl)cc2)oc(=O)c2c(N)n(-c3ccccc3)nc12 | ? | 50µM* | -4% | -34% | -7% | -13% | 13µM* | ? | -8%[59 µM]
O=C1NCCCC1C(=O)N1CCN(C(c2ccccc2)c2ccccc2)CC1 (stereo not given) | -3% | 12% | -11% | -22% | 14% | -7% | 47% | -7% | ?

Bioassay records (PubChem BioAssay)
